aSyn tox rescue – qHTS of alpha-syn Inhibitors: NCGC Sytravon Library Screen | S. cerevisiae alpha-synuclein toxicity rescue, BacTiter-Glo growth, 24 h | Potency, µM (highest dose often 46.1 µM), inactives show at the highest dose growth rescue (activation), hits mostly activators | 94,000 tested, 0.02% active | AID 1347070, 2019; active = well fitted activation curve with a large enough effect; inconclusive = small, poorly fitted or top-dose-only effect; also: 0% is about no effect
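Growth restoration measured by BacTiter-Glo luminescence after 24 hr at 30 deg C; alpha-synuclein yeast, raffinose-pregrown to mid-log, were added at OD600=0.02 in galactose medium onto pinned compounds.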
Starred values were filed as active, the others as inactive; ? = inconclusive; [ ] = remark or other dose. Potency is read from the fitted curve at half-maximal effect. A portion of the library; rates above refer to the full screens.

SMILES	aSyn tox rescue
Cc1nn(-c2cc(C(F)(F)F)ccc2Cl)c2nc(C(Cl)(Cl)Cl)[nH]c(=O)c12	10.0%
Cc1ccc(NC(=O)C2CCCC2)c(Br)c1	-1.5%
COc1ccc(-c2cc3nccc(-c4cc(Cl)c(C)cc4O)n3n2)cc1	0.0%
Cc1ccccc1NC(=O)CSc1nnc(-c2ccco2)n1N	-0.7%
CC1CCCCN1CCCNC(=O)c1ccc2c(c1)NC(=O)CN2C (stereo unspecified)	-3.1%
O=C(NCc1ccccc1Cl)c1ccc(CS(=O)(=O)c2ccc(Br)cc2)o1	-3.1%
COCCNC(=O)Nc1cc(C(=O)NCc2ccc(C(C)C)cc2)ccc1N1CCCC1	6.6%
O=C(Nc1ccc(N2CCN(C(=O)c3ccccc3)CC2)c(Cl)c1)c1ncn[nH]1	-12.9%
CSc1ccccc1NC(=O)C1=CC(c2ccc3c(c2)OCO3)=NS(=O)(=O)N1C	0.7%
COc1ccc(N2C(=O)C(C)(C)C2c2c(O)ccc3ccccc23)cc1 (stereo unspecified)	?
Cc1ccccc1Oc1nc2c(c(=O)n(C)c(=O)n2C)n1Cc1ccc(Br)cc1	-2.6%
CC(C)CCNC(=O)c1cc(S(=O)(=O)N2CCc3ccccc32)cn1C	6.1%
O=C(NCCc1ccccc1)c1ccc(Cn2c(SCc3ccccc3)nc3cccnc32)cc1	-17.8%
Cn1c(=O)[nH]c(=O)c2c1nc(N1CCN(Cc3ccccc3)CC1)n2CCSc1ncccn1	-3.8%
Cc1cc(C)cc(N(CC(=O)NC2CCCC2)C(=O)CCC(=O)Nc2nc(C)cs2)c1	6.3%
O=C(Cn1nc(Cc2cccnc2)c2ccccc2c1=O)Nc1ccc(F)c(Cl)c1	-7.1%
COc1ccc(S(=O)(=O)NCC(c2ccc(N(C)C)cc2)N2CCOCC2)cc1 (stereo unspecified)	-2.2%
O=C(NC1CCCC1)c1ccc2c(=O)n(Cc3ccccc3)c(SCc3ccccc3)nc2c1	-1.2%
COc1ccc(NC(=O)CCNC(=O)C2CCN(S(=O)(=O)c3ccccc3)CC2)cc1OC	-1.5%
CC(C)OCCCN1C(=O)c2[nH]nc(-c3ccccc3O)c2C1c1ccc(OCc2ccccc2)cc1 (stereo unspecified)	6.3%
COc1ccc(CCNC(=O)c2cc(Sc3cccc(Cl)c3)nc3ccccc23)cc1OC	-4.1%
Cc1nc2ccccc2c(=O)n1NC(=O)c1cccnc1Cl	1.6%
O=C(CN1CCCCCCC1)NC(=O)NC1CCCCC1	0.5%
CN(Cc1ccccc1)c1ccc(-c2nc(-c3ccccc3)no2)cc1[N+](=O)[O-]	0.2%
COc1ccc(S(=O)(=O)N2CCC(O)(c3ccc(Cl)cc3)CC2)cc1OC	14.3%
COc1cc(/C=N/NC(=O)c2cc(-c3cccs3)nc3ccccc23)ccc1O	1.0%
Cc1ccnc(NC(=O)c2cccc(OC(F)F)c2)n1	-4.1%
COc1ccc(CC(=O)NCC(=O)Nc2ccccc2Br)cc1	1.8%
Cc1cccc(C(=O)N2CCc3cc(CNC(=O)c4ccc(Br)o4)ccc32)c1	-24.4%
COCCn1nnnc1C(c1cccc(OC)c1OC)N1CCN(C(=O)c2ccco2)CC1 (stereo unspecified)	-10.1%
CCS(=O)(=O)Nc1ccc(-c2cn3ccsc3n2)cc1	2.6%
Cc1[nH]c2ccccc2c1C(=O)CN1C(=O)NC2(CC(C)CC(C)(C)C2)C1=O (stereo unspecified)	-0.9%
CC(=O)N1CCCc2cc(S(=O)(=O)N(Cc3ccccc3)C(C)C)ccc21	3.7%
CCOc1ccc(CNC(=O)C2CCN(Cc3cc4ccccc4n3Cc3ccccc3C)CC2)cc1	-6.0%
O=C(Nc1cccc(Cl)c1)c1cc(S(=O)(=O)N2CCC3(CC2)OCCO3)ccc1F	6.8%
Cc1cccnc1NC(=O)c1cccc(S(=O)(=O)N2CCN(c3ccccc3)CC2)c1	2.4%
NS(=O)(=O)c1ccc(NC(=O)Cn2nc(C(=O)O)c3ccccc3c2=O)cc1	-0.2%
CN(C)c1ccc(C(=O)NCC(c2cccs2)N2CCOCC2)cc1[N+](=O)[O-] (stereo unspecified)	4.6%
Cc1cccc(N2CCN(C(=O)c3noc4c3CCCCC4)CC2)c1C	3.6%
CC(=O)c1ccc(S(=O)(=O)N2CCN(CC#N)CC2)cc1	2.7%
CC(C)NC(=O)C(=O)NCCCN1CCOCC1	1.2%
O=C(NCc1ccc(F)cc1)C(=O)NCC1OCCN1S(=O)(=O)c1cc(F)ccc1F (stereo unspecified)	-1.0%
Cc1[nH]c2ccccc2c1C1(O)C(=O)N(Cc2ccccc2)c2ccc(Br)cc21 (stereo unspecified)	-80.6%[inhibitor]
C[C@H]1CN([C@@H](C)CO)C(=O)c2cc(Br)cnc2O[C@@H]1CN(C)S(=O)(=O)c1ccccc1	-0.1%
O=C(N/N=C/C(Cl)=C/c1ccc([N+](=O)[O-])cc1)C(=O)Nc1ccccc1C(=O)O	1.5%
COc1ccc(N(CC(=O)N2CCN(c3ccccc3)CC2)S(=O)(=O)c2ccccc2)cc1	16.1%
O=C1CSc2ccc(C(=O)N3CCCCC3)cc2N1	-13.8%
O=C(c1cc2ccccc2oc1=O)N(Cc1cccc(Br)c1)C1CCS(=O)(=O)C1 (stereo unspecified)	8.7%
Cc1ccc([C@H]2C[C@H](O)[C@@H](n3cc(C4CC4)nn3)CN2C(=O)c2cccs2)cc1	1.9%
O=C(NCC(=O)N1CCN(c2ccccc2F)CC1)c1ccc(Br)o1	5.8%
Cc1ccc(C(=O)C2CCN(CC(=O)NC3CCCC3)CC2)cc1	-0.9%
COCCCNC(=O)Cn1c(=O)n(-c2ccc(Cl)cc2)c(=O)c2c3c(sc21)CCCCC3	5.6%
Cc1ccc(C(=O)Nc2ccc(OCc3cc(=O)n4c(C)csc4n3)cc2)cc1	-2.8%
CCOc1ccc(-c2nc(CSCC(=O)N3CCN(c4cccc(OC)c4)CC3)c(C)o2)cc1	2.9%
CCC(C)NC(=O)CSc1nc2c(sc3ccccc32)c(=O)n1CCc1ccccc1 (stereo unspecified)	-11.7%
CCN(Cc1nc(-c2cccc(C)c2)no1)S(=O)(=O)c1ccc(C)cc1	2.3%
O=C(NCc1ccccc1)c1cc[n+](CC(=O)c2cccs2)cc1	-1.8%
CC(C)(C)NC(=O)C1CCN(c2nc3ccccc3nc2C(F)(F)F)CC1	7.9%
COC(=O)c1cccc(NC(=S)N2CCOCC2)c1	-4.0%
O=C(NCc1ccccc1)C(c1cccnc1)N(C(=O)c1ccccn1)c1cccc(F)c1 (stereo unspecified)	4.8%

Compounds shown so far that contain a COOH group, in the order listed:
SMILES	aSyn tox rescue
NS(=O)(=O)c1ccc(NC(=O)Cn2nc(C(=O)O)c3ccccc3c2=O)cc1	-0.2%
O=C(N/N=C/C(Cl)=C/c1ccc([N+](=O)[O-])cc1)C(=O)Nc1ccccc1C(=O)O	1.5%

Three entries from above, sorted by number of heavy atoms, highest first.
SMILES	aSyn tox rescue
CCOc1ccc(-c2nc(CSCC(=O)N3CCN(c4cccc(OC)c4)CC3)c(C)o2)cc1	2.9%
O=C(NCc1ccc(F)cc1)C(=O)NCC1OCCN1S(=O)(=O)c1cc(F)ccc1F (stereo unspecified)	-1.0%
Cc1[nH]c2ccccc2c1C(=O)CN1C(=O)NC2(CC(C)CC(C)(C)C2)C1=O (stereo unspecified)	-0.9%

Additional entries follow:
SMILES	aSyn tox rescue
CCOC(=O)c1ccccc1NC(=O)CSc1ncc(CO)n1Cc1ccc(C)cc1	-1.5%
O=C(O)CCC(=O)Nc1cccc(C(=O)Nc2ccc(Br)cc2)c1	-3.5%
CCC(C)N(C(=O)COc1ccc(Cl)c2cccnc12)C1CCS(=O)(=O)C1 (stereo unspecified)	-4.5%
Cc1ccc(NC(=O)CSCC(=O)NCCc2ccccn2)c(C)c1	8.7%
CCC(C)(C)NC(=O)C(c1ccc(OC)cc1)N(C(=O)CCC(=O)Nc1cc(C)on1)c1ccc2c(c1)OCO2 (stereo unspecified)	9.0%
C=CCN(C(=O)c1csnn1)C(C(=O)NC1CCCCC1)c1ccc(F)cc1 (stereo unspecified)	1.9%
CC(NC(=O)c1ccc(F)cc1)C1CC2CCC1C2 (stereo unspecified)	5.8%
O=C(NCCCN1CCCCC1)c1sc2ncccc2c1-n1cccc1	3.0%
O=C(c1ccc2c(c1)N(Cc1cccc(Cl)c1)C(=O)c1ccccc1S2(=O)=O)N1CCc2ccccc21	-4.7%
c1ccc(NN(Cc2cnccn2)c2ccccc2)cc1	10.1%
Cc1ccc(N2CC(C(=O)N3CCC(C(=O)Nc4nnc(C(C)C)s4)CC3)CC2=O)cc1 (stereo unspecified)	-5.9%
CCc1noc(C)c1C(=O)OCC(=O)NCCc1ccc(OC)cc1	6.0%
C[C@H](CO)N1C[C@H](C)[C@H](CN(C)C(=O)c2ccccc2)Oc2cc(Br)ccc2S1(=O)=O	8.2%
COC(=O)c1ccc2nc(C)cc(Nc3ccc(O)cc3)c2c1	-10.3%
C=CCNC(=S)Nc1ccc(N(C)C)cc1	-2.2%
COC(=O)C(C)Sc1nc2c(c(=O)n(C)c(=O)n2C)n1CCC(C)C (stereo unspecified)	12.4%
O=C(NCCc1ccccc1)c1nnc(CS(=O)(=O)c2ccccc2)o1	-4.4%
Cc1cc(C(=O)N/N=C/c2ccco2)n[nH]1	1.5%
Cc1c(F)cccc1NC(=O)C1CCCN1S(=O)(=O)c1ccc(F)cc1 (stereo unspecified)	-0.9%
O=C(CN1C(=O)COc2ccc(S(=O)(=O)NC3CCCC3)cc21)Nc1ccc(Cl)cc1F	-3.9%
N#CC(C#N)=Cc1c[nH]c(=O)c(C#N)c1Nc1ccccc1	-5.1%
CC(C)CN(CCCNC(=O)CN1N=C(c2ccc(Cl)cc2)CCC1=O)CC(C)C	-9.0%
COc1ccc(CNC(=O)COC(=O)CN2C(=O)C3CCCCC3C2=O)cc1 (stereo unspecified)	0.4%
Cc1cccc(N(CC(=O)N(C)Cc2ccccc2)S(=O)(=O)c2ccccc2)c1C	3.7%
COc1ccccc1NS(=O)(=O)c1ccc(S(=O)(=O)N2CCOCC2)cc1	-13.6%
CC1=C(C(=O)OCC2CCCCC2)C(c2ccc(Cl)cc2Cl)CC(=O)N1 (stereo unspecified)	-0.1%
Clc1nc2ccccc2nc1-c1ccccc1	9.5%
Cc1ccc(NNC(=O)c2c(F)cccc2Cl)cc1C	-1.8%
Cc1ccc2c(=O)cc(C(=O)Nc3cccc(C(F)(F)F)c3)oc2c1C	-0.5%
CC(=O)Nc1ccc(NC(=O)C2Cc3ccccc3N2C(=O)c2ccccc2)cc1 (stereo unspecified)	4.4%
CCS(=O)(=O)c1ncc(N(Cc2ccco2)Cc2ccccc2F)c(C(=O)Nc2cccc(Cl)c2)n1	9.2%
CN(C(=O)c1ccc2c(c1)S(=O)(=O)N=C1CCCCCN12)c1ccccc1	-11.3%
Cc1cc(C)n(C2CCCCC2OC(=O)CCc2ccccc2)n1 (stereo unspecified)	1.9%
O=C(O)Cc1ccc(O)cc1	4.2%
O=C(Cn1c(=O)n(Cc2nc(-c3ccccc3)no2)c(=O)c2cc3c(cc21)OCO3)Nc1cccc(C(F)(F)F)c1	-1.6%
CCCC(=O)NC(c1ccco1)c1cc([N+](=O)[O-])c2cccnc2c1O (stereo unspecified)	-8.9%
CNC(=O)C[C@H]1C(=O)N(c2ccc(Br)cc2)C[C@@H]1CSC	-0.6%
CCCCOC(=O)c1ccc(N/C(=N\S(=O)(=O)c2ccccc2)c2ccccc2)cc1	-11.3%
Cc1ccc(-c2noc(CN(C)C(=O)c3ccc(Br)o3)n2)cc1	16.6%
Cc1ccc(-n2ncc3c(N4CCN(c5ccccc5)CC4)ncnc32)cc1C	3.8%
CCCCn1c(=O)c2oc3ccccc3c2n(Cc2cccc(C)c2)c1=O	0.5%
Cc1ccc(CNC(=O)CSc2nnc3c(n2)[nH]c2ccccc23)cc1	4.6%
CC(C)c1nn2c(=O)cc(COC(=O)C3CCCCC3)nc2s1	6.2%
O=C(c1ccc([N+](=O)[O-])cc1)N(Cc1ccco1)c1ccccn1	-23.0%
O=C(NCc1ccc(F)cc1)C1CCN(c2ncnc3c2nc2n3CCCCC2)CC1	-11.6%
O=S(=O)(NCC(c1ccco1)N1CCc2ccccc2C1)c1ccc(Br)cc1 (stereo unspecified)	2.8%
Cc1ccc2oc(-c3ccc(Cl)c(NC(=O)c4cc5ccccc5o4)c3)nc2c1	-1.3%
O=C1[C@@H]2CSC(c3ccc(F)cc3)N2C(=O)N1c1ccc(Cl)cc1 (stereo partly specified)	-2.1%
Cc1ccc(C(=O)N2CC=C(c3ccccc3)CC2)s1	-49.9%[inhibitor]
CCc1cccc(C)c1NC(=S)N(CCN(C)C)C(C)c1ccco1 (stereo unspecified)	-3.7%
COc1ccc(CC(=O)Nc2ccc(-c3nc4ccccc4s3)c(C)c2)cc1OC	-7.5%
Cc1ccc(S(=O)(=O)Cc2ccccc2Cl)cc1	1.4%
O=C(Cc1cccs1)NC1CC(=O)N(c2ccc(F)cc2)C1 (stereo unspecified)	-5.0%
CCOC(=O)C1CCN(CCC(=O)Nc2ccccc2Cl)CC1	-2.7%
COc1cccc(C(=O)NCC(c2ccc3c(c2)OCO3)N2CCN(C)CC2)c1 (stereo unspecified)	-3.9%
O=C(NCc1cccs1)C(=O)NCC(c1ccco1)N1CCN(c2ccc(F)cc2)CC1 (stereo unspecified)	6.1%

Assay outcomes: PubChem BioAssay, National Center for Advancing Translational Sciences (NCATS)
